# Source: PubChem (several laboratories)
# MEKK2 WT-MEK5: modulators of MEK5 binding to wildtype MEKK2, primary screen, biochemical, multiplex bead flow cytometry, Alexa488-MEK5; binding response (% of control), % at 10 µM; Mitogen-activated protein kinase kinase kinase 2 (Homo sapiens), Q9Y2U5; Alexa488-MEK5 binding to MEKK2 WT; actives lie on both sides; 290,000 tested, 1.1% active; in the data active = binding response below about 67% or above about 130%
# M18AAP inhibitor: PfM18AAP inhibitors, malaria aminopeptidase, primary screen, biochemical, QFRET, recombinant enzyme | H-Glu-NHMec fluorogenic cleavage | inhibition, % at 7.35 µM | 290,000 tested, 1.2% active;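 active = inhibition above the campaign mean inhibition over all tested compounds plus 3 SD, cut at about 28% in these data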;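 note: 0% = plate median of test compound wells and 100% = 2 mM ZnCl2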
# GalR3 antag: GalR3 antagonists in HEK293 cells, primary screen, cell-based, fluorescence readout; 360,000 tested, 0.44% active; HEK293 GalR3-CNG cAMP membrane potential fluorescence; galR3 body fused to GalR1 C-terminus; inhibition, % at 3 µM; Galanin receptor type 3 (Homo sapiens), O60755; AID 651719, 2012;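 active = inhibition above the screen-wide average plus 3 SD, cut at about 13% in these data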;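 note: forskolin and galanin both at EC90 stimulate the cells; cAMP rise reported by CNG channel membrane potential dye signal; 0% = forskolin plus galanin with DMSO and 100% = forskolin alone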
# Target sequence (O60755 1-299 limits assumed): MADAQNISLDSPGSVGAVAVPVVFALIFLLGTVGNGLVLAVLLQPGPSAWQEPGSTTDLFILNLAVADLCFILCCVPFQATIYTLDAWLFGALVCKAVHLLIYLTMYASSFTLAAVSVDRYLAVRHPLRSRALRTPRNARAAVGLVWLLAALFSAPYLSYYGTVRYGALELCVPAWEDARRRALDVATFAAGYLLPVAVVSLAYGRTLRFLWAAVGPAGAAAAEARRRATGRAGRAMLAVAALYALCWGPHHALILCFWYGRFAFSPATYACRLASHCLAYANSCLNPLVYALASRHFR
# GPR7 antag: GPR7 receptor antagonists, primary screen, cell-based, fluorescence, single concentration | 290,000 tested, 1.1% active | inhibition, % at 4.4 µM | GPR7-expressing cells, fluorescence antagonist assay | Neuropeptides B/W receptor type 1 (Homo sapiens), P48145; in the data active = inhibition above about 16%, passing the limit was not always enough;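 note: cells stimulated with the agonist NPW; 0% = agonist with vehicle and 100% = vehicle without agonist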
# Target sequence (P48145 whole entry, looked up): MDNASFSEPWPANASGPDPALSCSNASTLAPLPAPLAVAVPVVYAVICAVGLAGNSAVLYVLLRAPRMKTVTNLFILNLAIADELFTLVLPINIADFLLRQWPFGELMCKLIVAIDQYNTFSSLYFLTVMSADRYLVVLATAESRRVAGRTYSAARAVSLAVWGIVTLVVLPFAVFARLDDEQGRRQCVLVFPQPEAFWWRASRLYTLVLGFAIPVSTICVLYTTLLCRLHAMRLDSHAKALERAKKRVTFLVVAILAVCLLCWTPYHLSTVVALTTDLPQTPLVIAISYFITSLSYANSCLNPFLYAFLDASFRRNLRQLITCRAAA
# NALP1 yeast inh: NALP1 inflammasome inhibitors in reconstituted yeast, colorimetric, S. cerevisiae, triplicate retest; S. cerevisiae NALP1/ASC/caspase-1 growth, X-gal OD620, 72 h; inhibition, % at 10 µM; 280,000 tested, 0.61% active; in the data active = inhibition mostly above about 24%, no sharp cut-off; inactive = mostly below about 32%; note: some compounds called inactive have numbers as strong as hits
# OXTR agonist: human OXTR agonists, primary screen, fluorescence, CHO-OTR cells, Fluo-8 calcium; Oxytocin receptor (Homo sapiens), P30559; Fluo-8 calcium fluorescence; normalized: DMSO 0%, oxytocin 100%; activation, % at 3 µM; 320,000 tested, 0.32% active;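 active = activation above the mean of all tested compounds plus 3 SD, cutoff set per screening run, cut at about 20% in these data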;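 note: peak over basal fluorescence ratio from a 100 s FLIPR kinetic read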
# MEKK2mut PB1 HTS: MEK5 binding signal on mutant MEKK2 PB1, primary screen, biochemical, multiplex bead flow cytometry, Alexa488-MEK5; percent response, % at 10 µM; 290,000 tested, 0.35% active; Alexa488-MEK5 binding to MEKK2 mutant; in the data active = percent response above about 24%, passing the limit was not always enough; note: inactives centre near 1; some results filed as inactive read as strong as hits
# OXTR potentiator: human OXTR potentiators, primary screen, fluorescence, CHO-OTR cells, Fluo-8 calcium | activation, % at 3 µM | 320,000 tested, 0.061% active | Fluo-8 calcium fluorescence, potentiator mode; 0% = oxytocin EC15, 100% = EC100;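 active = activation above that plate's cutoff, the mean activation of tested compounds plus 3 SD, cut at about 6.6% in these data, passing the limit was not always enough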;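 note: 100% uses oxytocin at 75 nM as the full agonist control; some results filed as inactive read as strong as hits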
#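 Assay system: CHO cell line stably expressing human OTR. Reagent: EC15 oxytocin agonist. Dosing: single dose, 3.0 µM nominal final compound concentration. Timing: compound 6 min at room temperature before oxytocin, 100 s read. Signal: kinetic Fluo-8 calcium fluorescence. Controls: oxytocin EC15 low and EC100 high.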
# V1aR counter: agonists of human V1a receptor, primary screen, counter-screen for OXTR agonist project, fluorescence, CHO-V1R cells; activation, % at 3 µM; 320,000 tested, 0.25% active; Fluo-8 calcium fluorescence, agonist mode; 0% DMSO, 100% 3 nM vasopressin; Vasopressin V1a receptor (Homo sapiens), P37288;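 active = activation above the mean activation of all tested compounds plus 3 SD, per screening run, cut at about 20% in these data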;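 note: signal is peak over basal fluorescence ratio across a 100 second FLIPR read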
# Target sequence (P37288 whole entry, looked up): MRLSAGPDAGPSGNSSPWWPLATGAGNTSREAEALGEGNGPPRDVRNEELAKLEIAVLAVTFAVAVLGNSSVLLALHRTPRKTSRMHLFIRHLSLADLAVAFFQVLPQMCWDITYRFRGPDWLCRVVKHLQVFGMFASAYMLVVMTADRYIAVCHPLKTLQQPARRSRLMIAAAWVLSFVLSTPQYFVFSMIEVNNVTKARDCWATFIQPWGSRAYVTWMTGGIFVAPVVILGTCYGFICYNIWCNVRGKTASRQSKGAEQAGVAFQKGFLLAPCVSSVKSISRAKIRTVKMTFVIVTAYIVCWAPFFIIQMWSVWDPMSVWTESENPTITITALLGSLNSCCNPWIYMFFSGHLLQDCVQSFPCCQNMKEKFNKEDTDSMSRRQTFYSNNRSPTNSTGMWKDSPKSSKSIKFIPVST
# The depositor's hits bear a star; . = no result given; [ ] = dose if it differs, or a comment.
SMILES,MEKK2 WT-MEK5,M18AAP inhibitor,GalR3 antag,GPR7 antag,NALP1 yeast inh,OXTR agonist,MEKK2mut PB1 HTS,OXTR potentiator,V1aR counter
Cc1ccc(N(C(=O)c2ccco2)C(C(=O)NC2CCCC2)c2ccco2)c(C)c1 (stereo unspecified),96,8,-8,5,30,-1.1,4,-6,-1.3
CC(Cc1ccccc1)NC(=O)C1CCCNC1=O (stereo unspecified),103,-85,-2,-3,14,0.8,-1,3,0.0
CCC(C(=O)NCc1ccco1)N(C(=O)CNS(=O)(=O)c1ccccc1)c1ccc(OC)cc1 (stereo unspecified),93,-3,-6,-9,60,1.0,-2,1,-0.3
COc1ccc(-n2c(N)c(C(=O)NCC3CCCO3)sc2=S)cc1 (stereo unspecified),109,2,-8,-2,1,0.9,5,-8,0.2
COc1ccc(C(=O)Nc2cc3c4c(c2)C(C)C(=O)N4CCC3)cc1 (stereo unspecified),.,.,-1,.,.,-0.9,.,1,-1.1
Cc1nnc2n(Cc3ccccc3)c(=O)c3c4c(sc3n12)COC(C)(C)C4,101,2,-2,-3,-6,-1.6,1,-13,-1.6
Cc1sc(-c2ccccn2)nc1OC(=O)c1ccc(Cl)cc1,99,-9,0,-13,37,-1.6,5,0,-0.2
O=C(NCc1ccccc1F)c1ccncc1,106,-17,-8,-8,19,1.8,7,-2,0.3
CC1CCCC(NC(=O)c2ccncc2)C1C (stereo unspecified),92,-1,-10,-10,2,0.1,-4,-7,-0.2
O=C(CNC(=O)c1cn2ccccc2n1)Nc1ccc(F)c(F)c1,.,.,-3,.,.,2.3,.,-5,1.0
CCCc1nc2sc3ccccc3c(=O)c2c(=O)n1Cc1ccco1,.,-17,-5,-9,3,.,.,.,.
O=C(NCc1ccncc1)C(=O)NCC(c1ccccc1)c1ccccc1,100,-8,-1,5,22,-1.0,2,2,-0.2
Cc1cc(NS(=O)(=O)c2ccc(-c3ccccc3)cc2)no1,104,7,-2,-3,-7,-0.5,1,-9,6.9
COc1ccc(CCNC(=O)C2CCN(S(=O)(=O)c3ccc(-n4cnnn4)cc3)CC2)cc1OC,90,-5,4,-2,4,-0.5,-7,-2,-0.5
O=c1[nH][nH]cc1C=NCc1cccc(C(F)(F)F)c1,99,-5,-6,-5,0,-1.0,-1,-7,1.1
COc1ccc(C(=O)NCCn2cc(SCC(=O)NCC3CCCO3)c3ccccc32)cc1 (stereo unspecified),100,-1,-2,14,10,0.8,-1,-10,0.2
CCS(=O)(=O)c1ccc(-c2cccc(NC(=O)COc3ccccc3)c2)nn1,101,2,2,9,14,1.0,2,-13,1.7
CC(C)(C)n1nc2c(c1NC(=O)c1ccc(Cl)c([N+](=O)[O-])c1)CS(=O)(=O)C2,93,5,-9,12,30,-0.1,-3,-2,1.7
COc1cccc(Nc2nnc(SCC(=O)N3CC(C)OC(C)C3)s2)c1 (stereo unspecified),99,1,-8,-10,2,-0.6,2,-6,-0.1
O=C(NCc1cccnc1)C(=O)NCC(c1ccco1)N1CCOCC1 (stereo unspecified),97,2,5,-12,9,0.5,17,-4,0.7
CCC(=O)NCCCCCCCCCNC(=O)CC,101,0,-4,-1,25,0.5,-2,-1,0.3
Nc1nc(Cl)cc(Sc2ccc3ccccc3c2)n1,119,8,2,-10,-6,-0.4,26*,-5,-0.5
COC(=O)c1noc(-c2ccc(OC)cc2)n1,108,6,1,-21,-4,-0.1,7,-8,-0.5
CCOc1ccc(S(=O)(=O)Nc2ccc(C(=O)NCC(c3ccc(OC)cc3)N3CCOCC3)cc2)cc1 (stereo unspecified),.,.,-4,.,.,1.3,.,-7,0.8

# Full records, looked up by structure. Order of screens: MEKK2 WT-MEK5 | M18AAP inhibitor | GalR3 antag | GPR7 antag | NALP1 yeast inh | OXTR agonist | MEKK2mut PB1 HTS | OXTR potentiator | V1aR counter
# `O=C(NCc1ccccc1F)c1ccncc1` in the list: 106 | -17 | -8 | -8 | 19 | 1.8 | 7 | -2 | 0.3
# `COc1ccc(C(=O)Nc2cc3c4c(c2)C(C)C(=O)N4CCC3)cc1` (stereo unspecified) in the list: . | . | -1 | . | . | -0.9 | . | 1 | -1.1
# `O=c1[nH][nH]cc1C=NCc1cccc(C(F)(F)F)c1` in the list: 99 | -5 | -6 | -5 | 0 | -1.0 | -1 | -7 | 1.1
# `Cc1cc(NS(=O)(=O)c2ccc(-c3ccccc3)cc2)no1` in the list: 104 | 7 | -2 | -3 | -7 | -0.5 | 1 | -9 | 6.9
# `Nc1nc(Cl)cc(Sc2ccc3ccccc3c2)n1` in the list: 119 | 8 | 2 | -10 | -6 | -0.4 | 26* | -5 | -0.5

# Going on with the list.
SMILES,MEKK2 WT-MEK5,M18AAP inhibitor,GalR3 antag,GPR7 antag,NALP1 yeast inh,OXTR agonist,MEKK2mut PB1 HTS,OXTR potentiator,V1aR counter
CN(C)CCCN1c2ccc([N+](=O)[O-])cc2CCc2cc([N+](=O)[O-])ccc21,150*,.,-1,.,.,6.6,14,-3,6.8
Nc1nc2ccc(O)cc2s1,101,-7,-3,-11,9,1.4,-5,-3,1.3
CCOc1ccccc1NC(=O)Nc1ccccn1,100,-1,-4,-8,.,-0.4,-17,-2,-1.5
CCOC(=O)CN=C(NS(=O)(=O)c1ccc(Cl)cc1)c1ccccc1,111,4,-5,-14,-13,0.1,5,-4,0.5
Cc1c(C(=O)NCc2cccs2)oc2ccccc12,100,-12,-6,9,-5,-1.3,3,-1,-1.6
CCN(Cc1ccncc1)C(=O)c1cccc(S(=O)(=O)N2CCCCC2)c1,.,.,-7,.,.,0.7,.,-7,1.0
CN(Cc1nc2ccccc2[nH]1)Cc1nc(CC2CC2)no1,102,1,3,-1,-11,0.5,6,-3,0.1
COC(=O)c1c(NC(=O)c2ccc(S(=O)(=O)N3CCOCC3)cc2)sc2c1CCN(C(C)C)C2,103,-1,2,-1,13,-0.2,2,-8,-0.1
Cn1c(CCN2CCCCC2)nc2cc(NC(=O)NC3CCCCC3)ccc21,108,.,-4,.,9,0.0,4,-4,0.0
O=C(CNC(=S)NC(=O)c1cccs1)c1ccccc1,94,2,-1,-1,15,0.0,-1,-12,-0.3
O=C1CCC([N+](=O)[O-])C(c2cccc(Cl)c2Cl)N1 (stereo unspecified),106,0,-2,-4,-29,3.4,5,-8,0.7
COc1cc(F)cc(C2=CC(=O)C[C@H](c3ccc(F)cc3)C2)c1,.,.,-4,.,.,-0.6,.,-6,-0.4
O=C(COC(=O)C1(c2ccc(F)cc2)CCCC1)N1CCOCC1,102,3,-5,-9,6,1.7,1,5,0.8
CCOC(=O)N1CCN(C(=O)CCCCCn2c(=S)[nH]c3cc4c(cc3c2=O)OCO4)CC1,91,4,-2,-6,-28,-2.4,-3,4,-1.6
CC(=O)N=c1c(C#N)cc2c(=O)n3cccc(C)c3nc2n1CCCOC(C)C,46*[inhibitor],-2,-3,0,16,-1.0,-27,-8,-2.2
O=C(NN=Cc1ccc(N2CCOCC2)s1)c1ccc([N+](=O)[O-])cc1,.,.,-4,.,.,-0.5,.,0,-0.3
O=c1ccc2cc(S(=O)(=O)N3CCN(c4cc(Cl)ccc4Cl)CC3)ccc2o1,89,-5,-4,6,7,-1.3,-6,-8,-0.1
C=CCN(CC=C)S(=O)(=O)c1ccc(NC(=S)NC(=O)c2ccco2)cc1,100,-3,2,6,6,3.8,6,-13,3.0
c1ccc2[nH]c(CSc3nccs3)nc2c1,102,-1,7,0,0,0.3,2,-5,1.3
CC(Sc1nnc(NC2CCCCC2)s1)C(=O)N1CCOCC1 (stereo unspecified),.,.,-4,.,.,-1.0,.,-7,0.4
C=CCn1c(SCC(=O)c2c(N)n(CCC)c(=O)n(C)c2=O)nc2sc(CC)cc2c1=O,95,-5,0,-4,-9,0.0,-2,-2,-0.4
CCOc1ccc(NC(=O)[C@@H](NC(=O)OCc2ccccc2)[C@@H](C)CC)cc1,97,-4,6,-5,14,-1.6,-3,-6,-0.1
CCC(C(=O)NC1CCCC1)N(C(=O)Cn1nnc(-c2ccc(OC)c(OC)c2)n1)c1cccc(O)c1 (stereo unspecified),101,-1,-2,-4,-6,0.6,1,-6,2.9
COc1ccc2c(c1)c(=O)oc1cc(O)ccc12,99,3,-6,-9,-10,1.0,2,-2,0.4
COc1cccc(OCc2cc(C(=O)NCc3ccc4c(c3)OCO4)no2)c1,112,-3,-8,2,14,0.0,10,-12,3.8
CC1CC(C)CN(CC(=O)N2c3ccccc3CCc3ccccc32)C1 (stereo unspecified),100,-4,-6,2,18,-0.4,2,3,-1.3
CCN(CC)S(=O)(=O)c1ccc(N(C)Cc2ccc(C(F)(F)F)cc2)nc1,106,0,0,15,8,2.4,5,-13,4.7
COc1cc(/C=C2\SC(=S)N(NC(C)=O)C2=O)ccc1OC(=O)c1ccco1,.,.,-7,.,.,2.1,.,-2,4.2
Cc1ccc(S(=O)(=O)N2CCN(Cc3ccccc3)CC2)s1,.,.,-8,.,.,-1.9,.,-10,0.0
O=C(Nc1nc(-c2ccccc2)cs1)c1ccc(Br)o1,108,-1,-3,-1,11,-2.4,10,-12,-1.1
CCCN(CCC)CC(O)Cn1cc(/C=C/C(=O)c2ccccc2)c2ccccc21 (stereo unspecified),154*,-1,-10,6,10,.,21,.,.
Cc1ccc(NC(=O)CSc2nnc(-c3ccncc3)s2)cc1,98,-2,-7,-2,12,0.1,-1,-3,0.3
CCOC(=O)C1=C(C)N=c2s/c(=C/c3ccc(OCC(=O)O)c(OC)c3)c(=O)n2C1c1ccc(Cl)cc1 (stereo unspecified),.,.,-1,.,.,0.7,.,-3,-1.5

# 3 entries already listed, sorted by number of heavy atoms, rising.
SMILES,MEKK2 WT-MEK5,M18AAP inhibitor,GalR3 antag,GPR7 antag,NALP1 yeast inh,OXTR agonist,MEKK2mut PB1 HTS,OXTR potentiator,V1aR counter
O=C(Nc1nc(-c2ccccc2)cs1)c1ccc(Br)o1,108,-1,-3,-1,11,-2.4,10,-12,-1.1
CCN(CC)S(=O)(=O)c1ccc(N(C)Cc2ccc(C(F)(F)F)cc2)nc1,106,0,0,15,8,2.4,5,-13,4.7
COc1cccc(OCc2cc(C(=O)NCc3ccc4c(c3)OCO4)no2)c1,112,-3,-8,2,14,0.0,10,-12,3.8
